14-3-3 Bad inh: inhibitors of 14-3-3 zeta/Bad binding, primary screen, biochemical, TR-FRET, bovine 14-3-3 zeta; TR-FRET 14-3-3zeta/Dy647-pBad peptide displacement, 1 h; 14-3-3 protein zeta/delta (Bos taurus), P63103; AID 781, 2007; hit rate 0.71% among 220,000; inhibition, % at 21.7 µM;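 active = inhibition above about 70%, limit read from the data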;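 also: 0% = full 14-3-3 plus peptide FRET controls and 100% = background without 14-3-3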
Target sequence (P63103 whole entry, looked up): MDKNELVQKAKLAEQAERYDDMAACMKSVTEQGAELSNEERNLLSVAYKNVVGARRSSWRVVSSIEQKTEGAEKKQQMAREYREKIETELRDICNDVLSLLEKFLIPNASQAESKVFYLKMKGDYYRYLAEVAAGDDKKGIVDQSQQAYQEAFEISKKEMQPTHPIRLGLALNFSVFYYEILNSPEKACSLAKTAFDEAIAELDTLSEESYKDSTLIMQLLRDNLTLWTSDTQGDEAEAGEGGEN
NCF1 inh: p47phox/p22phox peptide binding inhibitors, primary screen, biochemical, uHTS, NADPH oxidase regulatory subunit; inhibition, % at 24.7 µM; AID 1274, 2008; hit rate 0.53% among 220,000; fluorescence polarization, 2 h; Neutrophil cytosol factor 1 (Homo sapiens), P14598;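 active = inhibition above about 30%, limit read from the data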;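 also: 0% = p47phox with labelled peptide and 100% = labelled peptide alone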
TbHK1 inh: Trypanosoma brucei hexokinase 1 inhibitors, primary screen, biochemical, G6PDH-coupled NADH absorbance, MLSCN library. inhibition, % at 10 µM. AID 1430, 2008. hit rate 0.11% among 220,000. recombinant TbHK1, G6PDH-coupled NADH A340;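 active = inhibition of 50% or more in the single-dose primary screen; inactive = inhibition below 50%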
Runt-SMMHC FRET: inhibitors of RUNX1 Runt–CBFb-SMMHC binding, primary screen, biochemical, FRET, Cerulean-Runt, Venus-CBFb-SMMHC, uHTS; inhibition, % at 20 µM; AID 1434, 2008; Cerulean-Runt/Venus-CBFb-SMMHC FRET ratio 530/480, 1 h; hit rate 0.74% among 220,000;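 active = mean inhibition across duplicate retests at 20 µM reaching about 50%, limit read from the data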;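 also: 0% = DMSO wells and 100% = wells with excess untagged CBFb-SMMHC; inhibitors lower the FRET ratio by blocking Runt binding to CBFb-SMMHC; some results filed as inactive read as strong as hits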
zVAD death inh: inhibitors of zVAD-triggered necroptosis, primary screen, L929 cells; L929 zVAD necroptosis rescue, ATP luminescence, 24 h; with zVAD 60 µM; viability rescue, % at 10 µM; hit rate 0.38% among 220,000;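 active = activation, scaled between plate controls, above about 75%, limit read from the data; inactive = activation under that limit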;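 also: 0% = zVAD with DMSO and 100% = DMSO alone without zVAD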
EBV gp42 block: Epstein-Barr virus gp42 inhibitors, primary screen, biochemical, uHTS, fluorescence polarization | Glycoprotein 42 (Epstein-Barr virus (strain AG876)), Q1HVG2 | Fluorescence polarization binding assay, mP read-out | inhibition, % (tested at 21.74 µM) | hit rate 0.42% among 220,000 | AID 1085, 2008; in the data active = inhibition above about 50%
Target sequence (Q1HVG2 whole entry, looked up): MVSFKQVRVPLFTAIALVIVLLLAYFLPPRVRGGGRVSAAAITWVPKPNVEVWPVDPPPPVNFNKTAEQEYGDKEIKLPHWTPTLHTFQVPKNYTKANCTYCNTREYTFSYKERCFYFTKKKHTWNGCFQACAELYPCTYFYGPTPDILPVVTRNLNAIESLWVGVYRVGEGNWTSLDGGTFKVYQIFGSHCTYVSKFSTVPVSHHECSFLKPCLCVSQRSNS
Runt-CBFb FRET: inhibitors of RUNX1 Runt–CBFb binding, primary screen, biochemical, FRET, Cerulean-Runt, Venus-CBFb, uHTS; Runt-related transcription factor 1 (Homo sapiens) + Core-binding factor subunit beta …; Cerulean-Runt/Venus-CBFb FRET ratio 530/480, 1 h; inhibition, % at 20 µM; hit rate 0.46% among 220,000;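 active = inhibition over about 50% at 20 µM in the single-dose screen, limit read from the data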;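 also: 0% = DMSO wells and 100% = excess unlabeled CBFb competitor control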
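Assay system: Cerulean-Runt domain / Medium: Tris 50 mM pH 7.5, KCl, K2SO4, 0.01% BSA / Timing: protein complex preformed 1 h, compound exposure 1 h, room temperature, dark / Measured by: FRET, excitation 422 nm, emission at 530 and 480 nm / Evaluation: loss of energy transfer signal / Control set: 5 µM unlabeled CBFb as full-inhibition high control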
Mdm2 ligase inh: MDM2-luciferase reporter signal enhancers, primary screen, MDM2 E3 ligase inhibitor project, cell-based, luminescence, 1536-well; E3 ubiquitin-protein ligase Mdm2 (Homo sapiens), Q00987; signal enhancement, % at 5 µM; cell-based MDM2 ubiquitination luciferase reporter, 2 h; 0 = plate control, 100 = twice control, blank-subtracted; hit rate 0.11% among 210,000;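 active = signal enhancement of 30% or more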;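 also: luminescence tracks abundance of the self-degrading MDM2-luciferase fusion protein; higher signal means inhibition of MDM2 E3 ligase activity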
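system = mammalian cells stably expressing self-ubiquitinating, self-degrading MDM2 E3–luciferase fusion | quantity = 2000 cells per well seeded | incubation = 4 h cell settling then 2 h compound exposure, 37 °C | signal = SteadyLite luminescence, 15 min reagent step | benchmarks = plate control and blank wells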
Hck-Nef inh: inhibitors of Nef-activated human Hck kinase, primary screen, biochemical, Z-Lyte FRET, 384-well, Hck-YEEI; Tyrosine-protein kinase HCK (Homo sapiens), P08631; Recombinant Hck-YEEI plus Nef, Z-Lyte FRET kinase assay; inhibition, % at 20 µM; hit rate 0.68% among 220,000; AID 463187, 2010;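 active = Hck-Nef kinase inhibition above about 50%, limit read from the data; inactive = inhibition below that limit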;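 also: 0% = DMSO with Hck plus Nef and 100% = Hck alone without Nef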
Target sequence (P08631 whole entry, looked up): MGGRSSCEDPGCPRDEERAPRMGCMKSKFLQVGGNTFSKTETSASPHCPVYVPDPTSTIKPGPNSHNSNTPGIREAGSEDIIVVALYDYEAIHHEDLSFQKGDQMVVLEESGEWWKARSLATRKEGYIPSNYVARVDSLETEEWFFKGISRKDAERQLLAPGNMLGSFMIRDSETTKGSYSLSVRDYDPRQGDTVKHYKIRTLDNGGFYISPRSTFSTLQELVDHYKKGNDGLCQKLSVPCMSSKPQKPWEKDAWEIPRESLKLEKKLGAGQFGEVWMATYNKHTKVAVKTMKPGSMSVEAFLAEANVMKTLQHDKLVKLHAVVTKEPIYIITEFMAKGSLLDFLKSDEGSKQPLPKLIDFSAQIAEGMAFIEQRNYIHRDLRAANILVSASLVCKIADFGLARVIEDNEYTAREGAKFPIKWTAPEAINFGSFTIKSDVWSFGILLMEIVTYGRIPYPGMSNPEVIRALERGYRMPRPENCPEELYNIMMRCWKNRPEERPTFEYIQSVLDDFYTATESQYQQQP
Starred values were filed as active, the others as inactive; nt = no result given; [ ] = dose if it differs, or a comment. This is a random part of the collection; overall some 3.2% were active at least once.

1. COc1ccccc1C(C)NCC(=O)NCC(=O)Nc1ccc(F)c(F)c1F (centres undefined)
2. COc1ccc(C2c3ccc(O)cc3Oc3ncn(Cc4ccco4)c(=N)c32)cc1OC (centres undefined)
3. Cc1cc(C)nc(NC(=O)c2cccc(Cl)c2)n1
4. Cc1nccn1CC(O)Cn1c2ccccc2c2ccccc21 (centres undefined)
5. Nc1cccc(-n2nnnc2CN2CCOCC2)c1
6. NNC(=O)COc1ccc(-c2n[nH]c(C(F)(F)F)c2-c2ccc(Br)cc2)c(O)c1
7. NC(=O)C1CCN(c2ncnc3c(-c4ccccc4)nsc23)CC1
8. O=C(NCCc1ccccc1)c1noc2c1CCCCC2
screen / no.	1	2	3	4	5	6	7	8
14-3-3 Bad inh	-5	-1	12	-3	-29	6[fluorescence artefact?]	-10	5
NCF1 inh	-5	-9	8	-12	-1	-24	0	-22
TbHK1 inh	5	-7	2	-1	24	-2	-23	7
Runt-SMMHC FRET	0	45	0	-6	1	-4	0	1
zVAD death inh	1.5	-1.2	0.0	0.0	1.7	0.4	-0.3	2.9
EBV gp42 block	-13	-4	-21	-17	3	-2	-5	-2
Runt-CBFb FRET	-4	28	-3	3	0	-1	0	-1
Mdm2 ligase inh	5	-7	-1	-2	-6	-1	-5	-30
Hck-Nef inh	18	22	16	0	4	2	0	4

Entries shown so far with a carbonyl joined to an NH by a bond outside any ring (5):
1. COc1ccccc1C(C)NCC(=O)NCC(=O)Nc1ccc(F)c(F)c1F (centres undefined)
3. Cc1cc(C)nc(NC(=O)c2cccc(Cl)c2)n1
6. NNC(=O)COc1ccc(-c2n[nH]c(C(F)(F)F)c2-c2ccc(Br)cc2)c(O)c1
7. NC(=O)C1CCN(c2ncnc3c(-c4ccccc4)nsc23)CC1
8. O=C(NCCc1ccccc1)c1noc2c1CCCCC2
screen / no.	1	3	6	7	8
14-3-3 Bad inh	-5	12	6[fluorescence artefact?]	-10	5
NCF1 inh	-5	8	-24	0	-22
TbHK1 inh	5	2	-2	-23	7
Runt-SMMHC FRET	0	0	-4	0	1
zVAD death inh	1.5	0.0	0.4	-0.3	2.9
EBV gp42 block	-13	-21	-2	-5	-2
Runt-CBFb FRET	-4	-3	-1	0	-1
Mdm2 ligase inh	5	-1	-1	-5	-30
Hck-Nef inh	18	16	2	0	4

Next section:
9. Cc1ccc(SCCC(=O)N/N=C/c2ccncc2)cc1
10. COc1ccc(Nc2ncnc3ccccc23)c(OC)c1
11. O=C1OCC(c2ccccc2)=C1c1ccccc1[N+](=O)[O-]
12. O=c1[nH]c2ccccc2c(=O)n1Cc1ccccc1
13. CCOC(=O)CC1COc2ccccc2N1C(=O)c1ccc(C)cc1 (centres undefined)
14. Cc1nnc(N/N=C\c2ccc(-c3ccccc3[N+](=O)[O-])o2)n1N
15. CCCCc1nc2ccccc2c(NC(=O)CN2CCCC2)c1CCC
16. Cc1cccc(N/N=C(\C#N)S(=O)(=O)C(C)(C)C)c1
screen / no.	9	10	11	12	13	14	15	16
14-3-3 Bad inh	-9	-3	-7	4	22[fluorescence artefact?]	32	84*	-6
NCF1 inh	4	-4	8	-6	9	-5	1	-7
TbHK1 inh	5	-19	-2	-3	3	12	0	-13
Runt-SMMHC FRET	0	5	3	0	5	26	-2	1
zVAD death inh	2.6	0.5	0.5	0.8	-0.1	0.0	-0.9	1.9
EBV gp42 block	-4	1	-3	-1	-7	-21	-12	-16
Runt-CBFb FRET	0	-3	-2	2	-1	27	-2	-1
Mdm2 ligase inh	2	-4	-4	-1	-6	-10	-3	12
Hck-Nef inh	16	23	-17	1	0	10	8	19

17. CC(=O)Nc1cccc(-n2nnc(SCC(=O)N(C)c3ccccc3)n2)c1
18. O=C(Nc1ccccc1)OCCCc1ccccc1
19. CNC(=O)c1sccc1SCc1c(Cl)cccc1Cl
20. CCc1ccc2c(c1)C1(SC(NC(C)=O)=NN1C(C)=O)C(=O)N2CC (centres undefined)
21. CC1CCc2c(C(=O)NCC3CCCO3)csc2C1 (centres undefined)
22. NC(=NC(=O)c1ccccc1)N1CCOCC1
23. COc1ccc(NC(=O)c2[nH]c(C)c(C(C)=O)c2C)cc1
24. CC(=O)N1CCC(=NNc2nc3ccccc3[nH]2)CC1
screen / no.	17	18	19	20	21	22	23	24
14-3-3 Bad inh	-16	-6	2	-3	-11[fluorescence artefact?]	0	-8	1
NCF1 inh	-9	-10	-6	-4	-1	2	-6	-28
TbHK1 inh	-11	13	1	-5	7	6	-2	2
Runt-SMMHC FRET	1	-3	8	0	-6	3	5	3
zVAD death inh	0.1	0.0	-0.1	2.7	-0.1	0.7	6.9	0.3
EBV gp42 block	-6	6	1	1	-10	-13	-6	-15
Runt-CBFb FRET	-2	-3	4	0	0	-3	0	4
Mdm2 ligase inh	-11	-12	6	-2	nt	9	-7	-2
Hck-Nef inh	11	12	-2	15	0	2	17	-7

25. Cc1nn(C(C)C(=O)O)c2ccccc12 (centres undefined)
26. O=c1/c(=C\c2ccc(O)cc2)sc2nc(-c3ccccc3)c(-c3ccccc3)n12
27. CCC(=O)NNc1nc2c(F)cccc2s1
28. O=C(COc1ccc(/C=N/NS(=O)(=O)c2ccccc2)cc1)NCCc1ccccc1
29. CCC(c1nnnn1CC1CCCO1)N(CCCO)Cc1cc2cccc(C)c2[nH]c1=O (centres undefined)
30. CCOP(=O)(OCC)C(NC(=O)Nc1cccc(Cl)c1)c1ccccc1 (centres undefined)
31. COC(=O)c1sc(NC(=O)c2oc3ccccc3c2C)nc1C
32. O=C1CCCCC1C(=O)c1ccccc1 (centres undefined)
screen / no.	25	26	27	28	29	30	31	32
14-3-3 Bad inh	5[fluorescence artefact?]	-2	-12	-2	-6	5[fluorescence artefact?]	-1	-3
NCF1 inh	-8	-34	-4	-9	-1	-4	-5	-9
TbHK1 inh	6	-26	-1	4	-18	4	-2	0
Runt-SMMHC FRET	0	-44	0	2	-12	1	3	0
zVAD death inh	0.0	0.2	1.1	0.3	0.0	nt	-0.9	0.6
EBV gp42 block	-12	-32	-16	-4	-10	28	-15	-10
Runt-CBFb FRET	4	-4	1	-3	4	-2	-1	2
Mdm2 ligase inh	-15	nt	-17	-25	-14	-9	-20	-75
Hck-Nef inh	3	5	11	0	-2	-1	-13	14

2 records picked at random from those above, as already listed:
31. COC(=O)c1sc(NC(=O)c2oc3ccccc3c2C)nc1C
26. O=c1/c(=C\c2ccc(O)cc2)sc2nc(-c3ccccc3)c(-c3ccccc3)n12
screen / no.	31	26
14-3-3 Bad inh	-1	-2
NCF1 inh	-5	-34
TbHK1 inh	-2	-26
Runt-SMMHC FRET	3	-44
zVAD death inh	-0.9	0.2
EBV gp42 block	-15	-32
Runt-CBFb FRET	-1	-4
Mdm2 ligase inh	-20	nt
Hck-Nef inh	-13	5

(continued)
33. Cc1cc2ncn(C3CC(=O)N(Cc4ccc(N5CCCC5=O)cc4)C3=O)c2cc1C (centres undefined)
34. CCCCCn1c(N)c(C#N)c2nc3ccccc3nc21
35. COc1nc(C)nc(NC(=O)NS(=O)(=O)c2ccc(C)cc2)n1
36. COC(=O)c1ccc(N2CCOCC2)c(NC(=O)Nc2cccc(OC)c2)c1
37. CCOC(CNC(=O)c1ccc(CNC(=O)c2ccc(OC)c(OC)c2)cc1)OCC
38. Cc1cc(C)n(CCCNCC(O)c2ccccc2)n1 (centres undefined)
39. O=C(NC(=S)N1CCCCC1)c1cccs1
40. COc1cccc(-c2nc(CS(=O)(=O)CC(=O)NCCCOC(C)C)c(C)o2)c1
screen / no.	33	34	35	36	37	38	39	40
14-3-3 Bad inh	3	-2[fluorescence artefact?]	4[fluorescence artefact?]	1	-11	85*	-19[fluorescence artefact?]	-6
NCF1 inh	-3	-31	-10	0	-8	4	-2	0
TbHK1 inh	1	-17	4	6	3	0	36	40
Runt-SMMHC FRET	-1	63*	0	-5	2	4	2	-14
zVAD death inh	0.5	3.6	0.7	4.7	9.6	0.3	-0.6	-0.1
EBV gp42 block	4	8	-19	2	-17	3	-26	5
Runt-CBFb FRET	0	85*	1	4	0	-2	3	-1
Mdm2 ligase inh	-9	0	-6	-6	-6	13	-10	2
Hck-Nef inh	18	33	0	7	33	1	7	2

41. CC(C(=O)NCc1ccc2c(c1)OCO2)N1c2cccc3cccc(c23)S1(=O)=O (centres undefined)
42. CC(=O)Nc1ccccc1NC(=O)C/C(C)=N/NC(=O)C(=O)Nc1cccc(Cl)c1C
43. Cc1ccc2[nH]c(=O)c(CN(Cc3cccnc3)C(=O)c3ccncc3)cc2c1
44. CCCCC(=O)Nc1ccc(NC(=O)c2ccccc2OC)cn1
45. CCOC(=O)c1nnc2cc(-c3ccc(Br)cc3)nn2c1C
46. CC(C)CNS(=O)(=O)c1ccc(OCC(=O)NCC2CCCO2)c(Cl)c1 (centres undefined)
47. NS(=O)(=O)c1ccc(CNC(=O)C23CC4CC(CC(C4)C2)C3)cc1
48. Cc1cccc(CCNc2nc3ccccc3n3nnnc23)c1
screen / no.	41	42	43	44	45	46	47	48
14-3-3 Bad inh	-1	-4	9	-5	-5	-3	-9	1
NCF1 inh	-11	-7	-2	-9	-9	-5	2	-74
TbHK1 inh	-7	0	-19	6	-10	-3	-6	-13
Runt-SMMHC FRET	4	0	4	0	6	7	4	4
zVAD death inh	-0.2	1.8	0.0	0.8	0.1	0.3	0.6	-0.1
EBV gp42 block	-16	-10	-18	-10	-6	-11	-13	-44
Runt-CBFb FRET	0	2	-2	-2	0	-4	2	7
Mdm2 ligase inh	-10	-12	-14	-12	2	-1	-23	8
Hck-Nef inh	1	4	0	0	11	3	3	2

49. O=C(c1c[nH]c(C(=O)N2CCN(c3ccccc3F)CC2)c1)c1cccc(Cl)c1Cl
50. Cn1ccnc1SCC(=O)NC1CC1
51. COC(=O)/C(=C\Nc1ccc(Cl)cc1Cl)NC(=O)c1ccc(OC)cc1
52. COc1ccc(OCCCSc2ncccn2)cc1
53. CCC(=O)Oc1ccc2c(C)c(Cl)c(=O)oc2c1
54. C=CCN1C2CCCC1CC(NC(=S)Nc1ccc(Cl)cc1)C2 (centres undefined)
screen / no.	49	50	51	52	53	54
14-3-3 Bad inh	44	-7	-3	-4	-9	-12
NCF1 inh	-12	-8	-8	-14	-13	-14
TbHK1 inh	2	-10	-41	0	-13	11
Runt-SMMHC FRET	0	3	0	0	127*	0
zVAD death inh	1.6	0.0	-0.1	-0.1	-0.1	-1.7
EBV gp42 block	-7	6	3	-10	-16	4
Runt-CBFb FRET	-3	1	1	-1	83*	2
Mdm2 ligase inh	-10	-17	nt	3	-42	-2
Hck-Nef inh	12	1	0	1	109*	17

From PubChem BioAssay
